Bioassay records: PubChem BioAssay, The Scripps Research Institute Molecular Screening Center
ASAP1 inh: ASAP1 ArfGAP inhibition; ASAP1-stimulated ARF1 GTP hydrolysis, GDP FP detection; Q9ULH1; 360,000 tested, 0.19% active; inhibition, % at 16.5 µM; in the data active = inhibition above about 25%;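 note: 0% = vehicle with enzyme and substrate and 100% = no enzyme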
UHRF1 MBD2 ctr: human UHRF1 methylated DNA binding inhibitors. inhibition, % at 4.4 µM. UHRF1 binding to methylated oligo, TR-FRET. AID 687016. 370,000 tested, 0.75% active; in the data active = inhibition above about 21%;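 note: UHRF1 SRA domain binding a hemimethylated CpG hairpin DNA probe; 0% = median of test compound wells and 100% = reference inhibitor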
PLCg1 inh: blocks human PLC-gamma1 enzyme activity; P19174; purified PLC-gamma1, fluorogenic substrate, fluorescence; inhibition, % at 12.2 µM; 370,000 tested, 0.84% active; in the data active = inhibition above about 9.5%
ADAM17 inh: ADAM17 inhibition, QFRET primary screen; recombinant ADAM17, EDANS/DABCYL FRET peptide cleavage; inhibition, % at 6.95 µM; 370,000 tested, 0.83% active; AID 720648;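 active = inhibition above the mean of compounds lying between control limits plus 3 SD, set per campaign, cut at about 8.5% in these data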;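 note: 0% = DMSO-only wells as the low control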
MBD2 inh: inhibitors of human MBD2 binding to methylated oligonucleotide; Q9UBB5; TR-FRET; inhibition, % at 4.4 µM; 370,000 tested, 0.31% active; in the data active = inhibition above about 13%
ARFGAP1 inhibitor: inhibitors of rat ARFGAP1 | inhibition, % at 16.5 µM | Q62848 | 360,000 tested, 0.26% active | Arfgap1-stimulated ARF1 GTP hydrolysis, GDP FP detection;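 active = inhibition above a per-plate limit, mean inhibition of low control wells plus 3 SD, cut at about 25% in these data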;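 note: 0% = DMSO wells with enzyme and 100% = wells lacking Arfgap1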
Target sequence (Q62848 1-136 limits assumed): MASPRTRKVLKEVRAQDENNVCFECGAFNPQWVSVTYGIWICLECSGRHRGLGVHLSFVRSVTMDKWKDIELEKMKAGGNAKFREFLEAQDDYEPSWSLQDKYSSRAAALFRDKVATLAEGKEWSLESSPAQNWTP
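Replicates: Single well per compound | Assay system: Truncated rat Arfgap1 GAP domain | Control set: No-Arfgap1 wells (100%) versus DMSO full-reaction wells (0%) | Times: Enzyme reaction 120 min at 25 °C after 20 min preincubation | Reagent: Human ARF1(Δ1-17)-GTP substrate | Measured by: Tracer-displacement fluorescence polarization with EDTA stop, 620/688 nm | Measure: Percent inhibition of Arfgap1-stimulated GTP hydrolysis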
Tn7 DDE FP: disrupts Tn7 cyclic peptide binding to fibrin D-Dimer-E complex; 370,000 tested, 0.13% active; AID 720508; FP displacement of FITC-Tn7 peptide from fibrin DD(E); 0% = median of compound wells per plate; P02675; inhibition, % at 8.3 µM;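 active = inhibition above the mean of compounds falling within the control limits plus 3 SD of them, cut at about 14% in these data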;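 note: 0% = plate median of compound wells and 100% = 10 µM Aha-Tn7 peptide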
Target sequence (P02675 whole entry, looked up): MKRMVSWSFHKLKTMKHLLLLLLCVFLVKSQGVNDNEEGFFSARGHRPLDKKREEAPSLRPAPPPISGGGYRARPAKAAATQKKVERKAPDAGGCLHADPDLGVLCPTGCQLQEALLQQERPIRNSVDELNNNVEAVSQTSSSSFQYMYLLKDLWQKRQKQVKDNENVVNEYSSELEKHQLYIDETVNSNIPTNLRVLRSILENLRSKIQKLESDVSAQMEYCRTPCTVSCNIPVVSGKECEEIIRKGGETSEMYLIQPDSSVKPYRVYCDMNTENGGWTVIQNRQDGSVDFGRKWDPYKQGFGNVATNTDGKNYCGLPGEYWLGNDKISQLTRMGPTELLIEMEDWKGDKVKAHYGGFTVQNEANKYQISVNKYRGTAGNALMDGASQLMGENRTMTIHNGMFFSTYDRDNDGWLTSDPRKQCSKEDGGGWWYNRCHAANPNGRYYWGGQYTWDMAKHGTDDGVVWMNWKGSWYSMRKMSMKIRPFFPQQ
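Assay system: Human fibrin DD(E) protein | Medium: Tris buffer with calcium and detergent, pH 7.8 | Reagent: 0.1 µM fluorescent Tn7 | Compound dosing: Single point at 8.3 µM | Times: 10 min preincubation, 3 h with tracer, room temperature | Detection: Fluorescence polarization of the labelled Tn7 tracer | Controls: Aha-Tn7 high control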
PLCb3 inh: blocks human PLC-beta3 enzyme activity. Q01970. Purified PLC-beta3, fluorogenic substrate, fluorescence. inhibition, % at 12.2 µM. 370,000 tested, 0.18% active; in the data active = inhibition above about 11%;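 note: 0% = median of compound wells on plate and 100% = full blocker control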
KLK7 zymogen act: activators of human kallikrein-7 zymogen. P49862. purified proKLK7, EDANS-DABCYL substrate fluorescence; 100% is mature enzyme control, 0% vehicle. activation, % at 7 µM. 370,000 tested, 0.9% active;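 active = activation above the mean of all tested compounds plus 3 SD, computed per campaign excluding outliers beyond control limits, cut at about 13% in these data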
Target sequence (P49862 whole entry, looked up): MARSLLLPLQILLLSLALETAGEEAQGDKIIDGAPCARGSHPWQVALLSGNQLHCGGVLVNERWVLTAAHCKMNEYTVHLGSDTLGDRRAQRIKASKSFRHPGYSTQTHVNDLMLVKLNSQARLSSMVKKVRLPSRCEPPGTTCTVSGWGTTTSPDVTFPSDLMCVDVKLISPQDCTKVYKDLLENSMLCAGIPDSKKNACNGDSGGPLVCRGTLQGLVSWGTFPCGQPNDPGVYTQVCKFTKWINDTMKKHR
DDE Tn6 FP inh: inhibitors of Tn6 peptide binding to human fibrin DD(E) | inhibition, % at 8.3 µM | 370,000 tested, 0.21% active | P02675 | Fibrin DD(E) TRITC-Tn6 fluorescence polarization displacement;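 active = inhibition above a per-campaign cutoff: mean of compounds within control limits plus 3 SD, cut at about 15% in these data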;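 note: 0% = median of all compound wells on the plate and 100% = blocking peptide control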
An asterisk follows results filed as active.

`CC(CNC(=O)C1CCCN(S(=O)(=O)N2CCOCC2)C1)c1ccccc1` (configuration not stated) gave ASAP1 inh -8, UHRF1 MBD2 ctr -1, PLCg1 inh -2, ADAM17 inh -1, MBD2 inh 5, ARFGAP1 inhibitor -2, Tn7 DDE FP 4, PLCb3 inh -9, KLK7 zymogen act -0.2 and DDE Tn6 FP inh 0.
For O=C(Cc1ccc(NC(=O)C2CCN(C(=O)c3ccccc3)CC2)cc1)Nc1cccc(C(=O)N2CCCCC2)c1 the results were ASAP1 inh 4, UHRF1 MBD2 ctr 0, PLCg1 inh -2, ADAM17 inh -3, MBD2 inh -3, ARFGAP1 inhibitor -4, Tn7 DDE FP -5, PLCb3 inh -1, KLK7 zymogen act 0.8 and DDE Tn6 FP inh 12.
For CCOc1ccc(C)cc1S(=O)(=O)Nc1ccc(Cl)cn1 the results were ASAP1 inh -2, UHRF1 MBD2 ctr 11, PLCg1 inh 7, ADAM17 inh -8, MBD2 inh 11, ARFGAP1 inhibitor -4, Tn7 DDE FP 2, PLCb3 inh -5, KLK7 zymogen act 0.1 and DDE Tn6 FP inh -6.
COc1ccc(C(CC(=O)N2CCCC(C)C2)c2c(OC)cc(OC)c3c(-c4ccccc4)cc(=O)oc23)cc1 (configuration not stated) was read as ASAP1 inh -4, UHRF1 MBD2 ctr 8, PLCg1 inh -89, ADAM17 inh 3, MBD2 inh 7, ARFGAP1 inhibitor 1, Tn7 DDE FP 0, PLCb3 inh -154, KLK7 zymogen act -5.2 and DDE Tn6 FP inh -1.
Screening Oc1nc(-c2ccc(Cl)cc2)n2ccncc12 returned ASAP1 inh 4, UHRF1 MBD2 ctr 6, PLCg1 inh -12, ADAM17 inh -4, MBD2 inh -8, ARFGAP1 inhibitor -11, Tn7 DDE FP 2, PLCb3 inh -10, KLK7 zymogen act 2.1 and DDE Tn6 FP inh -2.
For Cc1cccc(C)c1-n1nnnc1C(c1ccnc2ccccc12)N(C)Cc1ccccc1 (configuration not stated) the results were ASAP1 inh -17, UHRF1 MBD2 ctr 1, PLCg1 inh 2, ADAM17 inh -6, MBD2 inh 0, ARFGAP1 inhibitor -14, Tn7 DDE FP 8, PLCb3 inh -2, KLK7 zymogen act 0.3 and DDE Tn6 FP inh 2.
For COc1cccc(N2CC(C)Cn3c2nc2c3c(=O)[nH]c(=O)n2C)c1 (configuration not stated) the results were ASAP1 inh -5, UHRF1 MBD2 ctr 1, PLCg1 inh 3, ADAM17 inh -4, MBD2 inh 4, ARFGAP1 inhibitor 6, Tn7 DDE FP -2, PLCb3 inh -6, KLK7 zymogen act -0.1 and DDE Tn6 FP inh -7.
`COCCN(C(=O)C(F)(F)F)C(C(=O)NC1CCCCC1)c1ccco1` (configuration not stated) gave ASAP1 inh 9, UHRF1 MBD2 ctr -1, PLCg1 inh -1, ADAM17 inh 0, MBD2 inh -6, ARFGAP1 inhibitor 11, Tn7 DDE FP 1, PLCb3 inh 0, KLK7 zymogen act 0.9 and DDE Tn6 FP inh 0.
Screening CC(C)(C)OC(=O)N1CCCC(C(=O)Nc2cccc(C(=O)NCc3ccccc3)c2)C1 (configuration not stated) returned ASAP1 inh -5, UHRF1 MBD2 ctr 0, PLCg1 inh 1, ADAM17 inh -1, MBD2 inh 1, ARFGAP1 inhibitor -2, Tn7 DDE FP 5, PLCb3 inh -3, KLK7 zymogen act 0.6 and DDE Tn6 FP inh 2.
Screening CC1=CSC2=NC(=O)/C(=C\c3cccn3-c3ccccc3)C(=N)N12 returned ASAP1 inh 3, UHRF1 MBD2 ctr 1, PLCg1 inh -7, ADAM17 inh -8, MBD2 inh 1, ARFGAP1 inhibitor 6, Tn7 DDE FP 2, PLCb3 inh -9, KLK7 zymogen act 3.3 and DDE Tn6 FP inh 0.
For O=C1c2ccccc2NC(c2ccco2)N1/N=C/c1ccco1 (configuration not stated) the results were ASAP1 inh -1, UHRF1 MBD2 ctr 2, PLCg1 inh -66, ADAM17 inh -33, MBD2 inh -4, ARFGAP1 inhibitor 0, Tn7 DDE FP 0, PLCb3 inh -82, KLK7 zymogen act 3.0 and DDE Tn6 FP inh 4.
`Cc1cc(F)ccc1S(=O)(=O)N1CCCCC1CCNC(=O)C(=O)NCCN1CCOCC1` (configuration not stated) gave ASAP1 inh 9, UHRF1 MBD2 ctr -1, PLCg1 inh -1, ADAM17 inh -1, MBD2 inh 2, ARFGAP1 inhibitor 2, Tn7 DDE FP -8, PLCb3 inh -4, KLK7 zymogen act 0.5 and DDE Tn6 FP inh -1.
For CC(=O)Nc1ccc(C(=O)/C=C/c2ccco2)cc1 the results were ASAP1 inh 4, UHRF1 MBD2 ctr 9, PLCg1 inh -22, ADAM17 inh 0, MBD2 inh 1, ARFGAP1 inhibitor -7, Tn7 DDE FP 1, PLCb3 inh -34, KLK7 zymogen act -0.5 and DDE Tn6 FP inh -2.
Screening O=C(O)C1=C[C@H](c2ccc(C(F)(F)F)cc2)C[C@H](OCc2ccc(CO)cc2)O1 returned ASAP1 inh 0, UHRF1 MBD2 ctr -1, PLCg1 inh -1, ADAM17 inh -1, MBD2 inh -2, ARFGAP1 inhibitor -1, Tn7 DDE FP 13, PLCb3 inh -1, KLK7 zymogen act 0.6 and DDE Tn6 FP inh 8.
`CCCCNC(=O)C[C@@H]1C[C@]2(C(=O)OCC)CCC3=C2N(CCC3)C1=O` gave UHRF1 MBD2 ctr 2, PLCg1 inh 0, ADAM17 inh -4, MBD2 inh -3, Tn7 DDE FP -1, PLCb3 inh 3, KLK7 zymogen act 0.0 and DDE Tn6 FP inh 0.
CCc1cc(=O)oc2cc(C)cc(OC(C)C(=O)NCc3ccncc3)c12 (configuration not stated) was read as ASAP1 inh -8, UHRF1 MBD2 ctr -1, PLCg1 inh -135, ADAM17 inh -117, MBD2 inh -4, ARFGAP1 inhibitor 2, Tn7 DDE FP 3, PLCb3 inh -223, KLK7 zymogen act 6.7 and DDE Tn6 FP inh 5.
For CC(C)c1ccc(NC2CCCN(C(=O)CCN3CCCCO3)C2)cc1 (configuration not stated) the results were ASAP1 inh 0, UHRF1 MBD2 ctr 1, PLCg1 inh 5, ADAM17 inh -1, MBD2 inh -2, ARFGAP1 inhibitor 1, Tn7 DDE FP 3, PLCb3 inh -5, KLK7 zymogen act 0.1 and DDE Tn6 FP inh -8.
CCOCCCNC(=O)C(c1ccc(OC)cc1)N(Cc1cccs1)C(=O)c1ccccn1 (configuration not stated) was read as ASAP1 inh 3, UHRF1 MBD2 ctr -1, PLCg1 inh 0, ADAM17 inh -2, MBD2 inh -1, ARFGAP1 inhibitor -2, Tn7 DDE FP -8, PLCb3 inh -6, KLK7 zymogen act -0.2 and DDE Tn6 FP inh -5.
Cc1[nH]n(-c2ccc([N+](=O)[O-])cc2)c(=O)c1C=NCCc1c(C)[nH]c2ccccc12 was read as ASAP1 inh 4, UHRF1 MBD2 ctr 6, PLCg1 inh -3, ADAM17 inh 1, MBD2 inh 0, ARFGAP1 inhibitor 13, Tn7 DDE FP -8, PLCb3 inh -6, KLK7 zymogen act -0.4 and DDE Tn6 FP inh -3.
`CCN(CC)S(=O)(=O)c1cccc(C(=O)OC2CCOC2=O)c1` (configuration not stated) gave ASAP1 inh -5, UHRF1 MBD2 ctr 7, PLCg1 inh 8, ADAM17 inh -4, MBD2 inh 8, ARFGAP1 inhibitor 4, Tn7 DDE FP -5, PLCb3 inh -1, KLK7 zymogen act -0.3 and DDE Tn6 FP inh 6.
For O=C(CN1CCN(C(=O)CCC(=O)N2CCC(c3ccccc3)=N2)CC1)Nc1cccc(F)c1 the results were ASAP1 inh 3, UHRF1 MBD2 ctr 2, PLCg1 inh -3, ADAM17 inh -1, MBD2 inh 7, ARFGAP1 inhibitor 4, Tn7 DDE FP -4, PLCb3 inh 2, KLK7 zymogen act 0.1 and DDE Tn6 FP inh 1.
`COc1cccc(-c2ccc(=O)n(CC(=O)Nc3ccc(C(=O)N4CCCC4)cc3)n2)c1` gave ASAP1 inh -11, UHRF1 MBD2 ctr -2, PLCg1 inh -3, ADAM17 inh -6, MBD2 inh 0, ARFGAP1 inhibitor 9, Tn7 DDE FP -8, PLCb3 inh -11, KLK7 zymogen act -0.1 and DDE Tn6 FP inh -2.
Screening CCOc1ccc(OCc2ccc(C(=O)Nc3cccc(C)n3)o2)cc1 returned ASAP1 inh 6, UHRF1 MBD2 ctr 0, PLCg1 inh 0, ADAM17 inh 1, MBD2 inh -6, ARFGAP1 inhibitor -6, Tn7 DDE FP 0, PLCb3 inh 0, KLK7 zymogen act 0.2 and DDE Tn6 FP inh 0.
O=c1oc(Nc2ccccc2F)nc2ccccc12 was read as ASAP1 inh -1, UHRF1 MBD2 ctr 1, PLCg1 inh -11, ADAM17 inh -17, MBD2 inh 4, ARFGAP1 inhibitor 2, Tn7 DDE FP 0, PLCb3 inh -11, KLK7 zymogen act -0.9 and DDE Tn6 FP inh 0.
For C=CCn1c(CNS(=O)(=O)c2ccc(Br)cc2)n[nH]c1=S the results were ASAP1 inh 5, UHRF1 MBD2 ctr -2, PLCg1 inh 1, ADAM17 inh -3, MBD2 inh 1, ARFGAP1 inhibitor 1, Tn7 DDE FP 5, PLCb3 inh -8, KLK7 zymogen act -0.2 and DDE Tn6 FP inh -1.
For Cc1ccc(CN2CCSc3ccc(C(=O)NCc4ccccn4)cc32)cc1 the results were ASAP1 inh 1, UHRF1 MBD2 ctr -1, PLCg1 inh inactive, ADAM17 inh -443, MBD2 inh -1, ARFGAP1 inhibitor -2, Tn7 DDE FP 1, PLCb3 inh inactive, KLK7 zymogen act -47 and DDE Tn6 FP inh 3.
O=C(Cn1ncc2c([nH]c3ccccc32)c1=O)N1CCc2ccccc2C1 was read as ASAP1 inh -14, UHRF1 MBD2 ctr -1, PLCg1 inh 7, ADAM17 inh 0, MBD2 inh -5, ARFGAP1 inhibitor -8, Tn7 DDE FP 1, PLCb3 inh 1, KLK7 zymogen act 0.2 and DDE Tn6 FP inh -9.
Screening O=C1CCC(c2ccccc2)c2ccccc21 (configuration not stated) returned ASAP1 inh -6, UHRF1 MBD2 ctr 1, PLCg1 inh 0, ADAM17 inh -4, MBD2 inh -2, ARFGAP1 inhibitor -3, Tn7 DDE FP 6, PLCb3 inh -1, KLK7 zymogen act 0.1 and DDE Tn6 FP inh 0.
Screening COc1ccc(-c2noc(CN(C)Cc3ccccc3)n2)cc1 returned ASAP1 inh 4, UHRF1 MBD2 ctr 0, PLCg1 inh 1, ADAM17 inh -4, MBD2 inh 7, ARFGAP1 inhibitor 3, Tn7 DDE FP -1, PLCb3 inh -9, KLK7 zymogen act -0.6 and DDE Tn6 FP inh 7.

Hits appear at their usual frequency. About 4.1% of those tested had a hit in this group.
